Pf Dd2 inh – qHTS Primary assay for Inhibitors of Plasmodium falciparum Dd2 growth in vitro; AID 1347417, 2020; P. falciparum Dd2 growth, SYBR Green, 72 h; actives 4.3% (n = 120,000); Potency, µM (highest dose often 28.9 µM), without a hit: at the highest dose activity, negative = inhibition, usual class: inhibitors; active = well fitted inhibition curve with a large enough effect; inconclusive = small, poorly fitted or top-dose-only effect; inactive = no such curve, though single readings can be large or run the other way;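 note: plate controls were DMSO vehicle for no effect and reference drug for full effect; nearly all actives have a fitted effect of over 65% in size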
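Readout: SYBR Green fluorescence, 485 nm excitation, 535 nm emission, after ~16 h lysis at 37C. Before that, Dd2-infected red cells (2.5% hematocrit) grew 72 h with compound, 29 uM top final concentration.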
* hit, by the source's call; i = inactive; ? = inconclusive; ! = a repeat was not active; [ ] = another dose, or the depositor's remark. Potency is the fitted concentration of half-maximal effect. Not all compounds are listed; the hit share may differ from the screen's.

The opening 6 compounds (preview)
SMILES	Pf Dd2 inh
COc1ccc(C(=O)N[C@H]2C[C@@H](c3nc(-c4ccc(OC)cc4)no3)N(C)C2)cc1	i
CCc1ccc(CNC(=O)CCC2CCCN(S(=O)(=O)c3ccccc3C)C2)cc1 (stereo not given)	?
Fc1ccc(N2CCN(c3ncnc4c3nc3n4CCCC3)CC2)cc1	-2%
CCNC(=O)N1CCC2(CC1)CC(N(C)Cc1ccccc1)CCO2 (stereo not given)	-8%
COc1ccc(NC(=O)N2CCN3C(=O)CNC(=O)C3C2)c(C)c1 (stereo not given)	0%
CCc1nncn1C1CCN(S(=O)(=O)c2cccs2)C1 (stereo not given)	i

The listing, repeating the preview:
SMILES	Pf Dd2 inh
COc1ccc(C(=O)N[C@H]2C[C@@H](c3nc(-c4ccc(OC)cc4)no3)N(C)C2)cc1	i
CCc1ccc(CNC(=O)CCC2CCCN(S(=O)(=O)c3ccccc3C)C2)cc1 (stereo not given)	?
Fc1ccc(N2CCN(c3ncnc4c3nc3n4CCCC3)CC2)cc1	-2%
CCNC(=O)N1CCC2(CC1)CC(N(C)Cc1ccccc1)CCO2 (stereo not given)	-8%
COc1ccc(NC(=O)N2CCN3C(=O)CNC(=O)C3C2)c(C)c1 (stereo not given)	0%
CCc1nncn1C1CCN(S(=O)(=O)c2cccs2)C1 (stereo not given)	i
Cc1ccc(-n2c3nc(=O)n(C)c(=O)c-3cc3ccccc32)c(C)c1	14%
CN(Cc1ccc(-c2ccccc2)cc1)C(=O)C(C)(C)C	-23%[44.1 µM]
Cc1noc(C)c1S(=O)(=O)N1C[C@@H](Oc2cccnc2)C[C@H]1C(=O)NC1CC1	9%
CCOc1ccc2nc(NC(=O)c3nc(SCc4ccc(C)cc4)ncc3Cl)sc2c1	66%[activator]
CCS(=O)(=O)N1CCc2cc(C(=O)Nc3cccc(C)c3C)ccc21	?
COc1ccc([C@@H](NC(=O)Cc2c(F)cccc2Cl)C2CC(O)C2)cn1 (stereo not given in full)	-5%
COc1ccc(N2CCN(C(=O)c3c(C)oc4ncn(CC(C)C)c(=O)c34)CC2)cc1	-7%
CCc1ccccc1NC(=O)NC(CC)Cn1nnc2ccccc2c1=O (stereo not given)	21%
COC(=O)c1ccc(NC(=O)c2cc(S(=O)(=O)N3CCOCC3)cn2C)cc1	12%
COc1ccc2c(Sc3ccc(Cl)cc3)c(C(=O)NCCCN3CCCCC3)[nH]c2c1	?
Cc1cccc(NC(=O)C2CCCN(S(=O)(=O)c3cnc[nH]3)C2)c1C (stereo not given)	37%[activator]
c1cnc(-c2nc(Cn3cc(C4CCOC4)nn3)cs2)nc1 (stereo not given)	-5%
Cc1ccccc1OCC(=O)Nc1c(C)ccc2nsnc12	15%
O=C(Nc1cccc(C(F)(F)F)c1)N1CCC(N2CC3CC(C2)[C@H]2CCCC(=O)N2C3)CC1 (stereo not given in full)	-2%
CCn1cc2c3c(cccc31)CN(C(=O)COc1ccc(F)cc1)CC2	i
C1=C(c2cc(-c3cccc4cn[nH]c34)cn3cncc23)CCOC1	i
CCSCCNC(=O)c1c(C)noc1-c1ccc(OC)cc1	-18%
CC(C)(C)OC(=O)N1CCC(c2c(C(=O)N3CCC(c4ccccc4)C3)cnn2-c2cccc(Cl)c2)CC1 (stereo not given)	3.5µM*
CC(C)N(C(=O)Cn1cc(SCC(=O)Nc2ccccc2F)c2ccccc21)C(C)C	-9%
COc1ccccc1-c1cn(C)c(=O)n2cc(CN3CCNC(=O)C3)nc12	-16%[44.1 µM]
CCOC(=O)c1cn(C2CN(C(=O)c3ccccc3Br)C2)nn1	?
Cc1noc2c(NC(C)C)cc(-c3cccc(C(F)(F)F)c3)nc12	-4%[44.1 µM]
CCCCOc1ccc(C(=O)Nc2ccc(-c3cc4ccccc4oc3=O)cc2)cc1	26%
COc1cccc(N2CCN(C(=O)c3cc4c(=O)oc5ccc(C)cc5c4s3)CC2)c1	50%[activator]
COCCNC(=O)C[C@@H]1c2nc(-c3ccccc3)sc2C[C@@H]2[C@](C)(CO)[C@H](O)CC[C@]21C	-9%
Cc1ccc(C#N)c(N2CCC(c3nnc(Cn4cncn4)n3C)CC2)n1	5%
COc1cc(Cn2c(=O)sc3ccccc32)ccc1OCCC(C)C	-12%
CCc1ccc(CSc2nc(-c3ccc(OC)cc3)nc3c2Cc2c(CO)cnc(C)c2O3)cc1	-6%
Cn1nccc1C(=O)N1CCCCCC1c1nc(C2CC2)no1 (stereo not given)	-23%
Cc1cccc(-n2nc(C)c3c2NC(=O)CSC3c2ccccc2Cl)c1 (stereo not given)	-16%
CNC(=O)[C@@H]1CN(C(=O)Cc2cccnc2)C[C@H]1COC	22%
CCn1ccn2c(-c3ccccc3)nc(C)c2c1=O	8%
CCn1c(-c2ccccc2)nn(CC(=O)NCCc2noc(C3CC3)n2)c1=O	2%
O=C(NC1CC1)c1ccccc1OCC1CCCN(Cc2ccncc2F)C1 (stereo not given)	i
O=C1CCN(C(=O)Cc2c[nH]c3ccccc23)CCCC(C(=O)NCc2ccccc2)CCN1 (stereo not given)	?
CC(C)CCN1CCC2(CC1)C(=NC1CCCCC1)NC(=O)N2c1cc(F)cc(F)c1	?
Cc1ccc(CNC(=O)Cn2c(N3CCC(C)CC3)nc(C)cc2=O)cc1	i
CCC(C(=O)NCCc1ccc(Cl)cc1)n1nc(C)c2c(C)n(-c3ccccc3)nc2c1=O (stereo not given)	31%[activator]
O=C(CN1C(=O)NC2(CCCCC2)C1=O)Nc1ccc(F)cc1	44%[activator]
CN1CCN(c2nc3c(c(=O)[nH]2)CCN(Cc2ccccc2F)CC3)CC1	12%[5.79 µM]
CCCNC(=O)N1CCC(c2nc(CCOc3cccc(C)c3)no2)C1 (stereo not given)	i
Cc1nc(CCC(=O)NCc2cc3n(n2)CCCN(C(=O)N(C)C)C3)n[nH]1	-23%
Cc1ccc(N2CC(NC(=O)/C=C\c3ccc4c(c3)OCO4)CC2=O)cc1C (stereo not given)	24%
COC1CCN(C(=O)C2(C)CN(Cc3ccccc3)Cc3ccc(Nc4ccccc4)nc32)CC1 (stereo not given)	?

Other records:
SMILES	Pf Dd2 inh
Cc1ccc(CN2C(=O)[C@@H]3C[C@@H](O)CN3C3(CN(C(C)C)C3)C2=O)o1	?
COc1ccc(NC(=O)c2nc(C(O)c3cccc(O)c3)oc2C)cn1 (stereo not given)	-11%[44.1 µM]
O=C(CCc1c[nH]c2ccccc12)N1CCCC2(CCOC2)C1 (stereo not given)	-15%
O=c1[nH]c(C2CCN(Cc3ccc(-c4cccnc4)cc3)CC2)nc2ccc(F)cc12	4.5µM*!
CS(=O)(=O)N1C[C@H]2CCN(Cc3ccccc3C#N)C[C@H]21	12%
CCOc1ccc(-c2ccc(NS(=O)(=O)c3ccc(C)cc3)cc2)nn1	10µM*
COc1ccc2c(c1)c(N1CCCC1=O)c(C(=O)Nc1ccc(Cl)cc1C)n2C	?
CCc1ccc(-n2nc(CO)c(C(=O)NCc3ccccc3OC)n2)cc1	32%[activator]
O=C(COc1ccccc1)N1CCOC[C@H](Oc2ccccc2)C1	i
O=C1NCCCCCCN(C(=O)Cc2ccccc2)[C@H]2CCCC[C@@H]12	i
CN1c2cc(C(=O)NCc3cccc(Cl)c3)ccc2C(=O)N2CCCCCC21 (stereo not given)	i
O=C(O)CCC1CCCN(S(=O)(=O)c2ccc(F)cc2)C1 (stereo not given)	0%
CCN1CC2(CCN(C(=O)c3cc4c(cc3OC)CCC4)CC2)OC1=O	0%
CCn1nccc1C(=O)N1CC(Oc2ccc(-c3nc(-c4ccccc4)no3)cc2)C1	-18%[5.79 µM]
Cc1ccc(-c2nc(CNC(=O)[C@@H]3CCC[C@H](N)C3)[nH]c2-c2ccccn2)cc1	10µM*
CCCN(CC1CCOC1)C(=O)NCCC(C)C (stereo not given)	20%[5.79 µM]
CN1CC[C@H]2CN(C(=O)CCCc3ccccc3)C[C@@]2(C(=O)O)C1	5%
COc1ccc(C(=O)Nc2ccc([C@H]3OCC(=O)N[C@@H]3CO)cc2)cc1	-10%[44.1 µM]
COc1cc2ncc(C(=O)c3ccc(C)cc3)c(N3CCCCC3)c2cc1OC	-12%
Cc1cc(Cl)ccc1OCC(=O)N(Cc1ccco1)Cc1ccccc1F	12%
Cc1cccc(N2CCN(c3ncnc4c3cnn4-c3ccc(Cl)cc3)CC2C)c1 (stereo not given)	i
Cc1cc(C)c(S(=O)(=O)NCC(c2ccco2)S(=O)(=O)c2ccccc2)c(C)c1 (stereo not given)	i
Cc1ccc2c(c1)-c1c(cnn1CC(=O)N1CCN(c3ccccc3F)CC1)CO2	?
O=C(NCc1ccncc1)C1CN(C(=O)c2cc(F)ccc2F)CC12CCOCC2 (stereo not given)	-7%
Cc1nnc(CN(C)C(=O)CC(c2ccccc2)c2ccc(Cl)cc2)o1 (stereo not given)	-2%
Cc1noc2c(NC(C)C)cc(-c3ccc(Cl)cc3)nc12	-30%[44.1 µM]
COc1ccc(-c2[nH]c3c(c2-c2c(-n4cccc4)n(C)c(=O)n(C)c2=O)c(=O)n(C)c(=O)n3C)cc1	13%
O=C(O)CCC1CCCN(S(=O)(=O)c2ccccc2)C1 (stereo not given)	-16%
O=c1cc(-c2cccnc2)oc2c(-c3cccc(F)c3)nccc12	-3%[44.1 µM]
Cc1ccc(NC(=O)CN2C(=O)C(c3ccccc3)=NC2(C)C)cc1C	26%

A draw from above in order of count of non-hydrogen atoms, lowest first:
SMILES	Pf Dd2 inh
CN(Cc1ccc(-c2ccccc2)cc1)C(=O)C(C)(C)C	-23%[44.1 µM]
COc1cccc(N2CCN(C(=O)c3cc4c(=O)oc5ccc(C)cc5c4s3)CC2)c1	50%[activator]
COCCNC(=O)C[C@@H]1c2nc(-c3ccccc3)sc2C[C@@H]2[C@](C)(CO)[C@H](O)CC[C@]21C	-9%

New compounds follow
SMILES	Pf Dd2 inh
O=C(CCS(=O)(=O)c1cc(Br)cc2c1N(C(=O)C1CC1)CC2)Nc1ccc(C(F)(F)F)cc1	1.1µM*
Cc1cnc(C(=O)NC2CCN(C(=O)N3CC4CC(C3)[C@H]3CCCC(=O)N3C4)CC2)cn1 (stereo not given in full)	i
c1ccc(-c2cc3c(cn2)NCCN(CC2CC2)C3)cc1	-1%[44.1 µM]
CCn1c(C2CCN(C(=O)[C@@H](N)Cc3cnc[nH]3)CC2)nn(C)c1=O	10%
CC(C)CC(=O)Nc1nnc(S(=O)(=O)N2CCCCCC2)s1	14%
O=C(c1ccc(Cl)cc1)N1CCC2(CC1)CN[S+](=O)([O-])c1cccnc1O2	8%
FC(F)(F)c1cccc(C2=NOC3(CCN(Cc4ccsc4)C3)C2)c1 (stereo not given)	?
Cc1ccc2c(CC(=O)Nc3c(C(=O)c4ccc(C)c(F)c4)oc4ccccc34)coc2c1	i
COCC1CN(Cc2cccc(OC(F)(F)F)c2)CC12CCNCC2 (stereo not given)	1.3µM*
Cc1cccc(CNC(=O)C2Cn3cccc3C(=O)N2CC(C)C)c1 (stereo not given)	1%
Cc1ccc(O)c(CN2CCC(C3(c4ccccn4)NC(=O)NC3=O)CC2)c1 (stereo not given)	-19%
Cc1ocnc1C(=O)N1CC[C@@H]2[C@@H](CCC(=O)N2CCc2cnc[nH]2)C1	2%
c1cnc(-c2noc(-c3nc(-c4ccc5c(c4)OCO5)no3)n2)cn1	1%
CCN1C(=O)CCc2cc(NC(=O)Cc3ccc(F)cc3)ccc21	-15%
CC(=O)N1C[C@@H]2C[C@H](C1)c1ccc(NC(=O)Nc3cccc(C#N)c3)c(=O)n1C2	-18%[44.1 µM]
COc1ccc(NC(=O)N2CCCn3nc(C)cc32)cc1OC	i[5.79 µM]
COc1ccc(-c2nc3c4ccccc4n(CC(=O)Nc4ccc(C(C)C)cc4)c(=O)n3n2)cc1	45%[activator]
Cc1ccc(NC(=O)C2=CC(c3cccs3)=NS(=O)(=O)N2C)cc1	-5%
CCc1ccc(-c2csc(-c3cc4cc(Br)ccc4oc3=O)n2)cc1	3%
CCOc1ccc(C(=O)NCc2nc3cccnc3n2Cc2ccc(F)cc2)cc1OCC	i
COc1cccc(NC(=O)CSc2ncc3c(n2)-c2ccc(Cl)cc2N(C)S3(=O)=O)c1	19%
CC1=C[C@@H](CNC(=O)C2CC2)[C@H](C(C)C)C[C@H]1CC(=O)NC1CCCC1	?
CN1CCC2(C1)CN(CC1CCOCC1)c1ccc(C(=O)NCC(F)(F)F)cc12 (stereo not given)	i
Cc1ccc(Cl)cc1N1CCN(C(=O)c2cn(CC(C)C)c(=O)c3c2c2ccccc2n3C)CC1	3.2µM*
Cc1c(C(=O)NCC(c2ccc(Cl)cc2)N2CCOCC2)oc2ccccc12 (stereo not given)	50%[activator][0.594 µM]
O=c1[nH]c(SCc2ccc([N+](=O)[O-])cc2)nc2c1CCCC2	i
CCOc1ccccc1NC(=O)CN1CCCN(Cc2cccc(Cl)c2)S1(=O)=O	-5%
O=C(c1cccc(F)c1)N1CCC(n2cnnc2-c2ccccc2)CC1	14%
CCOC(=O)C1(C)C=C(Nc2cccc(C(=O)O)c2)C(=O)N1c1ccccc1 (stereo not given)	6%
CCOc1ccc(C(=O)N[C@@H]2CN(S(C)(=O)=O)C[C@H]2CN(C)C)cc1	i
NC(=O)N1CCCC1C(=O)N1CCC(c2cc(Cc3ccccc3)[nH]n2)CC1 (stereo not given)	5%
CN1CCN(Cc2nc(C3(O)CCN(Cc4ccccc4C(F)(F)F)CC3)cs2)CC1	-7%
CCOc1ccccc1NC(=O)CN1C(=O)COc2ccc(S(=O)(=O)Nc3ccccc3)cc21	-25%
Fc1ccc(C2Cn3nnc(-c4nc(C5CCCCC5)no4)c3CO2)cc1 (stereo not given)	i
